# Screening results deposited in PubChem BioAssay by The Scripps Research Institute Molecular Screening Center.
# M4 ag = agonists of human muscarinic M4 receptor (CHRM4). CHO-K1 hM4/Gqi5, Fluo-8 calcium fluorescence; vehicle 0%, full acetylcholine response 100%. P08173. activation, % at 3 µM. 360,000 tested, 0.14% active;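 active = activation above the run mean over all test wells plus 3 SD, cut at about 32% in these data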;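 note: peak over basal fluorescence ratio per well then scaled between controls; 0% = DMSO wells and 100% = acetylcholine at EC100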
# Target sequence (P08173 whole entry, looked up): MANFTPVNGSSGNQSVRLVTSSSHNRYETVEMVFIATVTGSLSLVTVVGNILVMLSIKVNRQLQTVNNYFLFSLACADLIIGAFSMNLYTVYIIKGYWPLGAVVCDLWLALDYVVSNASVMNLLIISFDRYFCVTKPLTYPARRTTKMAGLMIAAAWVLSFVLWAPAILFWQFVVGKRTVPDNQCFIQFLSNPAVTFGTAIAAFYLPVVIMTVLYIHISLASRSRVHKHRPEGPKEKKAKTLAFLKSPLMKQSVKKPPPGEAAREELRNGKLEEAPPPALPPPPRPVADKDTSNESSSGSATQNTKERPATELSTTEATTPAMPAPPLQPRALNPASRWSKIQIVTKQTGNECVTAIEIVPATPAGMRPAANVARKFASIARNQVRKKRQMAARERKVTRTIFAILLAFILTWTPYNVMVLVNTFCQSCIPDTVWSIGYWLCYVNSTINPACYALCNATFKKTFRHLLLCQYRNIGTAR
# OXTR potentiator = human OXTR potentiation | P30559 | CHO-OTR cells, Fluo-8 calcium fluorescence, potentiator mode; 0% = oxytocin EC15, 100% = EC100 | activation, % at 3 µM | 320,000 tested, 0.061% active | AID 2445;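 active = activation above that plate's cutoff, the mean activation of tested compounds plus 3 SD, cut at about 6.6% in these data, passing the limit was not always enough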;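 note: 100% uses oxytocin at 75 nM as the full agonist control; some results filed as inactive read as strong as hits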
# Target sequence (P30559 whole entry, looked up): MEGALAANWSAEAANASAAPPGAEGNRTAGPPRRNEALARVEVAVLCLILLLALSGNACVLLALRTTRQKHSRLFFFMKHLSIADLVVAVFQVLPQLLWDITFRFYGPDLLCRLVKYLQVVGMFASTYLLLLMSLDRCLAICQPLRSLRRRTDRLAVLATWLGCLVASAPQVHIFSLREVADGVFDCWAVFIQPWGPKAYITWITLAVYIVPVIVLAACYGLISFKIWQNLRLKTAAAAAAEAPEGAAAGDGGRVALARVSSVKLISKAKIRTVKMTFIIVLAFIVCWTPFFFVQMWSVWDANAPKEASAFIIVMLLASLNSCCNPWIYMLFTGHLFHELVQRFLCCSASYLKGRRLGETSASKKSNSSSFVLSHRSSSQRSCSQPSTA
#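 Material: CHO-OTR cells, human receptor; compound dosing: single dose, 3.0 µM nominal final compound concentration; schedule: 6 min compound pre-incubation at room temperature, 100 s kinetic read; measured by: kinetic Fluo-8 calcium fluorescence; read-out basis: % activation vs EC15 and EC100 oxytocin; controls: EC15 oxytocin alone as 0%, 75 nM oxytocin as 100%; replicates: singlicate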
# CHRM4 antagonist = antagonists of human muscarinic M4 receptor (CHRM4) | P08173 | CHO-hM4 cells, ACh EC80, Fluo-8 calcium fluorescence | 360,000 tested, 0.73% active | inhibition, % at 3 µM;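 active = inhibition above its plate's cutoff, the mean inhibition of sample wells plus 3 SD, cut at about 27% in these data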;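 note: 0% = acetylcholine EC80 with DMSO and 100% = DMSO without agonist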
# CHO parental Ca = signal in parental CHO cells, OX1R antagonist counter-screen; inhibition, % at 5.6 µM; 330,000 tested, 0.63% active; AID 463079; parental CHO-K1, ATP-induced calcium, Fluo-8 fluorescence;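 active = inhibition above that plate's mean sample inhibition plus 3 SD, cut at about 26% in these data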;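 note: 0% = ATP-challenged DMSO wells and 100% = DMSO wells without ATP; some compounds past the cut are filed as inactive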
#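 Material: Parental CHO cells | Reagent: ATP | Compound dosing: Single nominal dose of 5.6 µM per compound | Detection: Intracellular calcium via Fluo-8 no-wash fluorescent dye | Read-out: % inhibition of ATP-induced calcium mobilization | Benchmarks: Low control ATP plus DMSO, high control DMSO only | Replicates: Singlicate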
# CHRM1 PAM = positive allosteric modulators of human M1 muscarinic receptor | CHO-K1 hM1, Fluo-8 calcium fluorescence, ACh EC20; 0% = ACh EC20, 100% = maximal ACh | activation, % at 3 µM | 360,000 tested, 0.088% active | AID 588819; in the data active = activation above about 19%, passing the limit was not always enough
# CHRM1 antagonist = blocks human M1 muscarinic receptor. inhibition, % at 3 µM. 360,000 tested, 1.3% active. CHO-K1 hM1, Fluo-8 calcium fluorescence, ACh EC80 antagonist. P11229;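 active = percent inhibition above its own plate's cutoff, namely the mean of that plate's compound wells plus 3 SD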;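 note: peak over basal fluorescence ratio during 140 s after agonist addition; 0% = ACh EC80 plus DMSO and 100% = DMSO alone without agonist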
# CHRM1 agonist = activates human CHRM1 receptor. P11229. CHO-K1 hM1, Fluo-8 calcium fluorescence, agonist mode; 0% DMSO, 100% acetylcholine EC100. activation, % at 3 µM. 360,000 tested, 0.33% active;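 active = activation above the run's mean compound activation plus 3 SD, cut at about 16% in these data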;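 note: peak over basal fluorescence ratio within a 140 s kinetic read after compound addition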
# CHO-K1 Ca antag = counter-screen for M1 antagonists: effect in parental CHO-K1 cells. ATP-induced calcium, Fluo-8 fluorescence. inhibition, % at 3 µM. 360,000 tested, 0.6% active;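 active = inhibition above a per-plate cutoff, the plate's mean sample inhibition plus 3 SD, cut at about 24% in these data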;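 note: 0% = DMSO plus EC80 ATP and 100% = DMSO alone without ATP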
# CHO-K1 Ca ag = nonselective activator or artifact in parental CHO-K1 cells; AID 602248; activation, % at 3 µM; Fluo-8 calcium fluorescence; scaled to maximal ATP response, vehicle zero; 360,000 tested, 0.48% active; in the data active = activation above about 15%;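 note: untransfected CHO-K1 host cells lacking M1 receptor as counterscreen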
# An asterisk follows results filed as active; . = not tested or not shown. An excerpt. The share of hits here may be higher or lower than overall.
SMILES,M4 ag,OXTR potentiator,CHRM4 antagonist,CHO parental Ca,CHRM1 PAM,CHRM1 antagonist,CHRM1 agonist,CHO-K1 Ca antag,CHO-K1 Ca ag
COC(=O)C1=C(c2ccc(F)cc2OCc2ccccc2)C[C@@H]2CC[C@H]1N2C(=O)NCc1ccc(C(C)(C)C)cc1,0,3,0,-33,4,7,-5,-12,0.6
O=C(c1sc2ccccc2c1Cl)N1CCC2(CC1)OCCO2,2,-3,-3,-6,2,-1,-3,-11,0.6
Nc1c2c(nc3sc4c(c13)CCCC4)CCCC2,1,0,2,-7,-10,-3,-10,-5,1.5
CCOc1cc(/C=C2\C(=O)NC(=O)N(C)C2=O)cc([N+](=O)[O-])c1O,0,2,15,-17,14,-16,-1,-3,0.4
Cc1cccc(C)c1NC1=NCCCCS1,1,-5,14,8,-1,11,-6,-3,0.6
Oc1cc2c(cc1CN1CCN(c3ccccc3)CC1)OCO2,-1,-5,10,7,-13,12,-12,-11,0.1
Clc1ccc(-c2nc3ccc(Cl)cn3c2CN2CCCCC2)cc1,0,.,-10,.,5,-18,-3,-22,0.9
O=C(Nc1ccc(F)cc1F)c1cccnc1Oc1cccc(C(F)(F)F)c1,0,0,-14,-7,7,-12,-1,-36,-0.5
CCCCn1nnnc1C(c1ccnc2ccccc12)N1CCC2(CC1)C(=O)NCN2c1ccccc1 (configuration not stated),8,.,8,.,-10,-1,1,-9,8.4
COc1cccc(OC)c1CN1CCCC(C(=O)c2cccc(Cl)c2)C1 (configuration not stated),2,-7,8,-16,-21,22,-9,7,0.5
CCOC(=O)c1cccc(-[n+]2c(-c3ccccc3)cc(-c3ccccc3)cc2-c2ccccc2)c1,3,1,27*,21,-22,30,-13,-17,0.2
Cc1ccccc1C(O)(Cc1ccccc1)C1CN2CCC1CC2 (configuration not stated),4,-3,76*,-9,-26,98*,-6,-9,1.4
O=P(Oc1ccccc1)(Oc1ccccc1)N1CCN(c2ccc(F)cc2)CC1,8,-3,16,-7,-4,8,-1,7,0.5
CC1(O)CCN2C(=O)CCc3cccc1c32 (configuration not stated),0,-3,7,-14,-2,6,-7,-14,0.1
CCOc1ccc(-c2cc(C)[n+](CCN3CCOCC3)c(-c3ccc(OCC)cc3)c2)cc1,1,6,-11,-7,9,-13,-6,-9,1.1
CCNC(=O)NNC(=O)C1CC(c2cccnc2)=NO1 (configuration not stated),2,-7,-1,3,14,-11,-4,-11,1.6
O=c1[nH]c2ccccc2n1C1CCN(C(CCc2ccccc2)c2nnnn2Cc2ccccc2)CC1 (configuration not stated),20,.,21,.,-6,-6,1,-25,6.1
CNC(=O)N(C)c1ccc(C(O)(C(=O)OC)C(F)(F)F)cc1 (configuration not stated),1,4,-17,-7,4,-10,-1,-8,0.9
O=C1NC(=O)N(c2ccccc2)C(=O)/C1=C/c1coc2ccc(O)cc2c1=O,0,-5,2,-3,7,-10,3,-10,1.0
Cc1ccc(N)c(C(=O)c2ccccc2)c1,-3,5,-1,-14,-6,6,-7,-4,-1.1
Clc1ccc(CNC2CN3CCC2CC3)cc1 (configuration not stated),1,-3,-6,-7,0,-11,-8,-10,0.4
COCCNC(=S)N1Cc2ccccc2-n2nncc2C1,1,.,-8,.,7,-3,-2,-13,0.8
COc1ccc(-n2nc(C(=O)NCC(=O)N3CCC4(CC3)OCCO4)c3ccccc3c2=O)cc1,4,-5,1,-14,7,-1,-2,-13,2.5
COc1ccc(OC(=O)N(C)C[C@H]2OCc3cnnn3CCCC(=O)N([C@H](C)CO)C[C@H]2C)cc1,0,.,4,.,4,-14,-4,0,0.1
CC(=O)OC1CCC2(C)C(=CC(=O)C3C2CCC2(C)C(OC(C)=O)CCC32)C1 (configuration not stated),1,.,-4,.,13,-15,-2,2,-0.2

# Later entries
SMILES,M4 ag,OXTR potentiator,CHRM4 antagonist,CHO parental Ca,CHRM1 PAM,CHRM1 antagonist,CHRM1 agonist,CHO-K1 Ca antag,CHO-K1 Ca ag
O=c1[nH]c(O)c(C=NC2CCN(Cc3ccccc3)CC2)c(=O)[nH]1,0,-9,4,0,13,-14,-3,-2,0.2
COC(=O)C1=C(c2ccc(OC(F)(F)F)cc2)C[C@@H]2CC[C@H]1N2C(=O)NCc1cc(C)oc1C(F)(F)F,2,-9,-6,-18,-14,14,-9,-9,-0.7
CCOc1ccccc1-n1c(O)c(C=Nc2c(C)n(C)n(-c3ccccc3)c2=O)c(=O)[nH]c1=O,2,2,2,-5,-14,24,-12,-8,-0.3
CCC(=NCCCN1CCOCC1)c1c(O)n(Cc2ccccc2)c(=O)[nH]c1=O,0,-1,-4,-4,6,-6,-7,-3,0.4
Cc1cccc(CN2CCN(Cc3ccc(Cl)cc3)CC2)c1,-1,-10,5,-24,-14,10,7,-10,0.5
COC(=O)C1=C(c2ccc(S(C)(=O)=O)cc2)C[C@@H]2CC[C@H]1N2C(=O)NCc1ccco1,0,-1,-17,-2,6,-9,-5,-18,0.3
O=P(N1CCCCC1)(N1CCCCC1)C(Cl)(Cl)Cl,0,-3,-6,-4,5,-2,1,0,0.3
O=C(NC(=O)N1CCC2(CC1)OCCO2)c1ccc(Cl)cc1,0,-7,-1,-5,12,-4,-1,12,-0.2
CCC(=NCc1ccco1)c1c(O)n(C)c(=O)n(C)c1=O,3,1,15,-10,8,-6,1,-8,7.4
COC(=O)C1=C(c2ccc(F)cc2F)C[C@@H]2CC[C@H]1N2C(=O)NC1CC1,0,-3,-3,-1,8,4,0,-3,-0.2
CN(c1ccc(O)cc1)c1ccc([N+](=O)[O-])c2nonc12,5,.,-1,.,2,0,-3,-6,2.9
Cc1ccc2c(c1)C(c1ccccc1)=NCC(=O)N2,0,-5,-18,-13,9,-9,-2,1,-0.2
CC(Cc1ccccc1Sc1ccccc1)N(C)C (configuration not stated),3,-4,92*,-24,-24,98*,-10,-6,1.8
CC(C)(CN)CC(=O)O,1,0,-4,0,0,-5,-3,-3,-0.2
COc1cccc2c1O[C@H]1C(=O)CC[C@H]3CN(C)CCC231 (some centres not stated),0,-1,-8,-3,8,-6,-4,-19,1.9
C#CCCC[C@@H]1OC(=O)CNC(=O)C([C@@H](C)CC)NC(=O)[C@@H]2CCCN2C(=O)C([C@@H](C)CC)OC(=O)[C@H](Cc2ccccc2)N(C)C(=O)[C@H](C(C)C)NC(=O)C1(C)C (some centres not stated),7,.,-7,.,-9,-9,-7,-23,1.6
N=c1c[n+](C2CCCCC2)[n-]o1,0,-11,2,3,4,14,-4,5,0.3
Cc1cc(S(=O)(=O)NC(C)C)ccc1OCC(=O)N1CCN(Cc2ccc3c(c2)OCO3)CC1,15,-10,-5,-13,3,4,-4,0,6.3
CCCCCCCn1c(=O)c(C(=O)Nc2cnccn2)c(O)c2ccccc21,0,0,-2,-11,12,-19,-4,-12,1.0
C[N+](C)(C)CC(=O)Nc1ccc(Cl)cc1C(=O)c1ccccc1,0,1,2,-9,12,0,-15,-13,0.4
CCCCC(=O)N/N=C/c1c(O)n(CC)c(=S)n(CC)c1=O,6,-11,-2,-4,-5,-8,10,-7,15
CC(=O)Nc1cc(C(=O)N2CCC3(CC2)OCCO3)ccc1Sc1ccc(C)cc1,3,-5,-2,-4,-2,3,-5,-13,3.1
CN(C)CCCNCC(=O)Nc1ccc(Cl)cc1C(=O)c1ccccc1,-1,-1,-5,-10,-12,25,-7,0,-0.4
COC(=O)C1C(O)C(C)C(O)C(C)/C=C\C=C(/C)C(=O)Nc2c(C)c(OC(C)=O)c3c(c2O)C(=O)C(C)=C2OCOC(=C23)/C(C)=C/C(C)(O)C(O)C(C)C1O (configuration not stated),-1,-13,2,-18,6,-11,-4,3,-0.8
CCn1c(C)c(C(=O)NCCc2ccccc2)c2cc(OC)ccc21,4,.,-5,.,5,-4,-6,-4,1.3

# Additional records.
SMILES,M4 ag,OXTR potentiator,CHRM4 antagonist,CHO parental Ca,CHRM1 PAM,CHRM1 antagonist,CHRM1 agonist,CHO-K1 Ca antag,CHO-K1 Ca ag
CCOc1cc2c(cc1OCC)-n1cccc1C(c1ccccc1F)NC2 (configuration not stated),2,-4,-7,-19,7,-15,-5,-11,2.7
CC(=NCc1ccc2c(c1)OCO2)c1c(O)n(-c2ccc(C)cc2)c(=O)[nH]c1=O,8,-8,2,-11,-1,2,2,13,4.4
COC(=O)C1=C(c2ccc(Cl)c(C(F)(F)F)c2)C[C@@H]2CC[C@H]1N2C(=O)NCc1ccc2c(c1)OCO2,1,-4,-6,-21,6,-10,-6,-15,0.7
CC1CC(C)CN(CC(=O)c2ccc(OC(F)F)cc2)C1 (configuration not stated),0,-9,-1,-6,3,3,-8,-4,8.7
CC(C)(C)n1nnnc1C(C1CC1)N1CCC2(CC1)C(=O)NCN2c1ccccc1 (configuration not stated),4,.,-3,.,9,0,-2,5,1.3
CC(C(=O)c1cn(C)c2ccccc12)c1ccccc1 (configuration not stated),0,0,-2,-16,4,-8,-5,-12,0.0
CCOC(=O)C1=C(N)OC2=C(C(=O)CC(C)(C)C2)C12C(=O)Nc1ccccc12 (configuration not stated),1,-1,-6,-13,8,-31,0,-18,0.3
CN(C)C(=O)Oc1cc(=O)n2c3c(cccc13)CCC2,-1,-11,-4,-3,5,-9,-4,16,0.0
CC1CN(c2ccc([N+](=O)[O-])c3cccnc23)CC(C)N1 (configuration not stated),2,-10,-12,5,3,-4,-6,-7,-0.2
O=C(C1CCN(c2nc3ccc(Br)cc3s2)CC1)N1CCC2(CC1)OCCO2,5,-31,5,11,-23,59*,-2,-1,1.7
Cc1ccc(-n2nc(C)cc2NC(=O)COc2cc(C)cc3oc(=O)c4c(c23)CCC4)cc1,1,-3,7,-21,-1,-9,-4,-10,-0.4
CCC1=CCN(CCc2c(C)[nH]c3ccccc23)CC1,1,-5,11,-16,-6,1,-12,1,0.1
COC(=O)C1C2c3ccccc3C(c3ccccc32)C1C(=O)OC (configuration not stated),0,-6,11,2,4,-1,-6,-13,0.7
Cc1c(N=Cc2c(O)n(CCc3ccccc3)c(=O)[nH]c2=O)c(=O)n(-c2ccccc2)n1C,2,-14,-3,-13,-8,10,-4,0,0.5
COc1ccc(C2C(C(=O)N3CCC4(CC3)OCCO4)c3cc(OC)c(OC)cc3C(=O)N2C)cc1 (configuration not stated),2,-12,-9,-9,3,4,-1,-3,0.9
O=S(=O)(c1ccc(O)cc1)c1ccc(O)cc1,0,-12,-7,9,9,0,0,10,0.1
COc1cccc(C(=O)C2CCCN(Cc3cccc4c3OCO4)C2)c1 (configuration not stated),11,-1,6,-16,-29,65*,-10,7,3.5
N[C@@H](Cc1c[nH]c2ccccc12)c1nnc(SCc2ccccc2F)o1,5,1,-12,-7,4,5,-2,5,0.7
O=C1C2CCN(CC2)C1Cc1ccc(OCc2ccccc2)cc1 (configuration not stated),5,5,-7,-8,2,-3,-7,-11,2.3

# Individual results from above.
# Reading for `CCOC(=O)C1=C(N)OC2=C(C(=O)CC(C)(C)C2)C12C(=O)Nc1ccccc12` (configuration not stated) in CHRM1 agonist: 0
# Reading for `O=S(=O)(c1ccc(O)cc1)c1ccc(O)cc1` in CHO parental Ca: 9
